# BB579 growth dn: reduces growth of yeast BB579 in restrictive medium; S. cerevisiae BB579 growth, OD615, 48 h; inhibition, % at 10 µM; actives 0.51% (n = 140,000);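 active = inhibition above a set limit, 3 SD over the mean compound inhibition, cut at about 44% in these data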; note: inactives centre near -24
#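 Material: Saccharomyces cerevisiae DeaD strain BB579, replicative lifespan model yeast; buffer or medium: CSMM-D restrictive synthetic medium containing dextrose (glucose); compound: 10 µM single dose, DMSO 0.25%; timing: 48 h compound exposure at 30 °C after 4 h preincubation; signal: turbidity as optical density at 615 nm; benchmarks: positive control amphotericin B 10 µg/mL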
# PTEN del growth: PTEN-deleted cell growth suppression | HCT116 PTEN-null viability, CellTiter-Glo, 60 h; hits give low values | viability, % at 10 µM | actives 1.2% (n = 140,000) | AID 827;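 active = viability at or below a set limit, 4 SD under the median of all tested compounds, cut at about 3.7% in these data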;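 note: PTEN knockout HCT116 line with beta catenin targeted HCT116 as companion control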
# GALR2 antag: GALR2 (human) receptor antagonism; O43603; GALR2-expressing cells, antagonist mode; inhibition, % at 4 µM; actives 0.39% (n = 140,000); AID 828; in the data active = inhibition above about 27%;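 note: cells stimulated with galanin 1-16 at roughly its EC80; 0% = agonist challenge control and 100% = basal control without agonist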
# Target sequence (O43603 whole entry, looked up): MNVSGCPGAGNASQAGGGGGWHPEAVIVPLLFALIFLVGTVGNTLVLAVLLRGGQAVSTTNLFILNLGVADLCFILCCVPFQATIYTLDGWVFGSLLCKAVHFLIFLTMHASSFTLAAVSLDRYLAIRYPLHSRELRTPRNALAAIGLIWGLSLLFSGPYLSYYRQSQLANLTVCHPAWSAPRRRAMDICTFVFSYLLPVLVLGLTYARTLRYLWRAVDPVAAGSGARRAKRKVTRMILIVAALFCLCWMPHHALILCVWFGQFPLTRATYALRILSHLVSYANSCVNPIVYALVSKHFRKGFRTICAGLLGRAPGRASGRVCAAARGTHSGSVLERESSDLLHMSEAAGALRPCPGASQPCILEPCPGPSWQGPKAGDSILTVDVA
# NPY Y2 blocker: antagonists of human neuropeptide Y receptor Y2; NPY-Y2 expressing cells, antagonist mode; P49146; actives 0.99% (n = 140,000); AID 793; inhibition, % at 2.7 µM; in the data active = inhibition above about 17%;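 note: 0% = vehicle with agonist challenge and 100% = reference antagonist with challenge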
# Target sequence (P49146 whole entry, looked up): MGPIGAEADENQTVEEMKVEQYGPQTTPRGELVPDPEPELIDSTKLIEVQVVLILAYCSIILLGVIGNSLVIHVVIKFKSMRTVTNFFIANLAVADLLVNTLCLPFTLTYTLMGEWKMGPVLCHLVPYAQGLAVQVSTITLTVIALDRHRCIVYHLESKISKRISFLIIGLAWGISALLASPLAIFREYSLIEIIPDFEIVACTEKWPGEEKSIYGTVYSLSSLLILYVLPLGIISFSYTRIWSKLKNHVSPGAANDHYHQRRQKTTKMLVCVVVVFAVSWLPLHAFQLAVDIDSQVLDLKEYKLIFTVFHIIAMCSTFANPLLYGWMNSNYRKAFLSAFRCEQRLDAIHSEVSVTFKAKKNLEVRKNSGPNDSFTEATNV
# Yeast life ext: extends the lifespan of yeast | inhibition of the nicotinamide effect, % at 10 µM | actives 0.68% (n = 130,000) | S. cerevisiae growth with nicotinamide, OD615; deaD strain in restrictive glucose medium | AID 775;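 active = inhibition above a set limit, placed 3 SD over the median of all compounds, cut at about 26% in these data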;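 note: 0% = nicotinamide-treated wells and 100% = cells grown without nicotinamide; some compounds called inactive have numbers as strong as hits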
#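 Test system: DeaD-strain S. cerevisiae / Buffer or medium: restrictive glucose medium / Also added: nicotinamide 1.5 mM / Doses: one concentration, 10 µM, DMSO 0.25% / Schedule: 48 h at 30 °C / Signal: OD615 measurement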
# Measles CPE: protection of cells from measles virus; Measles virus-infected cells, CPE protection, absorbance; protection (pct of control), % at 4 µM; actives 1.5% (n = 140,000); in the data active = protection mostly above about 24%, no sharp cut-off; inactive = mostly below about 26%; note: some compounds called inactive have numbers as strong as hits
# Phagocyt inh: blocks phagocytosis by macrophages; inhibition, % at 5 µM; J774A.1 macrophage IgG-bead phagocytosis, imaging; AID 1029; actives 0.07% (n = 110,000);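 active = inhibition above the mean of the plate negative controls plus 5 SD, cut at about 13% in these data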;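 note: phagocytic index as fraction of beads internalized from green versus red external bead signal; plate controls were DMSO negative control for no effect and cytochalasin-D positive control for full effect; some results beyond the cut were filed as inactive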
# MRP-1 activ: MRP-1 activation; H69AR cells + doxorubicin, viability rescue, CellTiter-Glo; viability increase, % at 10 µM; AID 799; actives 0.61% (n = 140,000);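 active = viability gain under doxorubicin at or above a set limit, the compound median plus 3 SD, cut at about 4.7% in these data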;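 note: MRP-1 overexpressing cells given doxorubicin 25 µM after compound pretreatment; 18-22 h compound pretreatment then 72 h with doxorubicin before readout; 0% = doxorubicin-only wells and 100% = vehicle-treated cells without doxorubicin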
# E-sel TNF inh: TNF alpha driven E-selectin expression inhibition; AID 1246; HUVEC TNFa-induced E-selectin immunofluorescence, high content; actives 0.71% (n = 120,000); inhibition, % at 2 µM;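 active = inhibition above the batch mean plus 3 SD, and confirmed as a hit on visual image review, cut at about 43% in these data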;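 note: 0% = TNF-stimulated DMSO wells and 100% = unstimulated control wells; not every result past the cut was called active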
# HCT116 bCat-KO: beta-catenin-lacking colon tumor cell growth suppression; actives 1.5% (n = 140,000); viability, % at 10 µM; HCT116 beta-catenin knockout viability, CellTiter-Glo, 60 h; hits give low values;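 active = viability at or under a set limit, the compound median less 4 SD, cut at about 6% in these data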;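 note: 0% = Hyamine 1622 control at 20 µM and 100% = untreated cell control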
# * hit, by the source's call; x = no result given.
SMILES,BB579 growth dn,PTEN del growth,GALR2 antag,NPY Y2 blocker,Yeast life ext,Measles CPE,Phagocyt inh,MRP-1 activ,E-sel TNF inh,HCT116 bCat-KO
Cc1cc2ccccc2nc1SCC(=O)N1c2ccccc2CC1C (stereo unspecified),-17,91,-5,-1,-14,5,0,1.4,-17,99
Nc1nc2ccccc2nc1N1CCCC1,-22,91,5,-2,-24,6,x,-1.8,22,98
CCSc1nnc(Cn2c(=O)sc3ccccc32)n1-c1ccccc1C,-25,102,1,0,-5,22,x,-1.7,7,96
O=c1c2cc(N3CCOCC3)ccc2[nH]c(=S)n1CCCN1CCCCCC1,-40,88,8,2,-16,5,0,-1.3,-5,85
CCC(=O)Nc1ccc2ccccc2c1,-46,100,-1,2,-6,4,-15,0.1,x,98
O=C(CC1OC(=O)c2ccccc21)Nc1ccccc1N1CCOCC1 (stereo unspecified),-7,90,9,0,-12,12,0,-1.2,-3,89
Cc1ccccc1CN1C(=O)CSc2ccc(C(=O)N3CCOCC3)cc21,-38,101,5,1,-5,19,2,-3.4,22,95
COC(=O)c1ccc(C2/C(=C(\O)c3cccc(OC)c3)C(=O)C(=O)N2CCCN(C)C)cc1 (stereo unspecified),-39,107,6,0,8,14,-10,0.6,-6,102
CCCCN(C(=O)CN1CC(C)OC(C)C1)c1c(N)n(CC(C)C)c(=O)[nH]c1=O (stereo unspecified),-25,97,-3,9,3,2,3,0.3,x,97
CCCNc1nc2c(c(=O)n(C)c(=O)n2C)n1Cc1cccc(C)c1,-35,74,10,8,1,15,4,-2.4,-11,74
CC(CC(=O)Nc1ccncc1)c1ccccc1 (stereo unspecified),-1,76,-1,4,-16,8,7,-2.3,2,105
COc1ccc(CCNC(=O)CCN2C(=O)C3CC=CCC3C2=O)cc1OC (stereo unspecified),-10,102,-1,2,-5,23,x,-0.2,-4,99
CCCCn1c(SCC2CCCO2)nc2cc(S(N)(=O)=O)ccc21 (stereo unspecified),-17,97,12,1,-6,10,0,-2.0,-2,96
COC(=O)c1ccc(Nc2nnc(-c3ccc(C)c(S(=O)(=O)NCC4CCCO4)c3)c3ccccc23)cc1 (stereo unspecified),-28,77,-5,2,10,17,-10,-0.6,x,87
CC1CCCC(C)N1S(=O)(=O)c1ccc(S(=O)(=O)NCCc2ccncc2)cc1 (stereo unspecified),-20,81,-11,2,x,26,x,-2.9,14,69
Cc1c(NC(=O)C(=O)/C=C(\O)c2ccc(Br)cc2)c(=O)n(-c2ccccc2)n1C,-16,95,-8,5,-1,10,-8,4.3,x,88
COc1cc(S(=O)(=O)N2CCCCCC2)ccc1-n1cnnn1,-33,95,5,3,-10,15,-2,-1.5,-8,98
Oc1ccc(N=Nc2c(O)ccc3ccccc23)cc1,-32,47,8,-9,-6,9,3,-3.3,-10,47
CCC/C=N/NC(=O)c1[nH]c2c([N+](=O)[O-])cccc2c1C,1,13,22,2,-2,3,-7,-2.1,x,13
O=C(OCCN1C(=O)c2ccccc2C1=O)c1cccs1,6,100,4,7,-6,17,-1,0.1,x,108
COc1ccc(Cc2nnc(NC(=O)Cc3cccs3)s2)cc1,-53,98,8,3,-3,10,2,0.2,84*,110
Cc1ccc(-c2nc3ccccc3c(=O)n2CCCN2CCOCC2)cc1,-21,84,7,1,-12,16,0,-3.3,x,93
CCC(=O)N1CCCc2cc(S(=O)(=O)NCc3cccs3)ccc21,-24,86,-4,1,0,7,-2,-3.0,-45,88
CN(C)CCNC(=O)C(C(=O)c1ccccc1)n1ccccc1=O (stereo unspecified),1,105,7,0,-6,8,-1,-0.2,-13,98
CCC(C)c1ccc(-c2cc(C(=O)OCC(=O)Nc3cc(C)on3)c3ccccc3n2)cc1 (stereo unspecified),-29,80,-24,0,1,5,-1,-3.6,10,67
CC(Sc1ccc(Br)cc1)C(N)=O (stereo unspecified),-48,106,7,0,-5,8,-1,2.9,1,94
NC(=O)c1ccccc1O,-33,94,6,2,4,38,x,-0.8,x,87
Fc1cccc(CN2CCN(c3ncccn3)CC2)c1,8,96,5,1,-2,19,-1,-0.3,-29,103
COc1cccc(CN(C)c2nc(-c3cccs3)nc3ccccc23)c1,-28,56,18,5,-4,2,-3,-2.3,x,61
O=C(NCCC1=CCCCC1)C(=O)c1c[nH]c2ccccc12,2,94,13,0,-5,18,-2,3.7,x,86
Cc1ccc2nc(SCC(=O)N3c4ccccc4CC3C)c(C)cc2c1 (stereo unspecified),-59,77,0,1,-15,7,0,1.1,13,81
C/C(=C1/SC(N2CCOCC2)=NC1=O)c1ccc(Br)cc1,-13,86,-5,3,-14,17,-1,-0.5,2,109
CCCNC(=O)COC(=O)CCC(=O)c1cccs1,-25,100,-1,4,-3,10,-4,-3.2,x,99
CC(C)N(Cc1nc(-c2ccccc2)no1)C(=O)C(C)(C)C,-21,101,8,1,-9,8,0,0.5,19,103
Cc1c(S(=O)(=O)N2CCN(c3cccc(C(F)(F)F)c3)CC2)c(=O)n(C)c(=O)n1C,-48,82,0,1,-5,8,-1,-2.0,x,59
CCC(Cc1ccccc1)NC(=O)C1CCC(CNc2c(N3CCCC3)c(=O)c2=O)CC1 (stereo unspecified),-17,92,-1,0,-8,4,0,-1.5,-19,98

# 4 structures out of the list, ordered by length of the SMILES, lowest first:
SMILES,BB579 growth dn,PTEN del growth,GALR2 antag,NPY Y2 blocker,Yeast life ext,Measles CPE,Phagocyt inh,MRP-1 activ,E-sel TNF inh,HCT116 bCat-KO
CCC(=O)Nc1ccc2ccccc2c1,-46,100,-1,2,-6,4,-15,0.1,x,98
CC(C)N(Cc1nc(-c2ccccc2)no1)C(=O)C(C)(C)C,-21,101,8,1,-9,8,0,0.5,19,103
COc1cccc(CN(C)c2nc(-c3cccs3)nc3ccccc23)c1,-28,56,18,5,-4,2,-3,-2.3,x,61
CC1CCCC(C)N1S(=O)(=O)c1ccc(S(=O)(=O)NCCc2ccncc2)cc1 (stereo unspecified),-20,81,-11,2,x,26,x,-2.9,14,69

# Later entries:
SMILES,BB579 growth dn,PTEN del growth,GALR2 antag,NPY Y2 blocker,Yeast life ext,Measles CPE,Phagocyt inh,MRP-1 activ,E-sel TNF inh,HCT116 bCat-KO
COC(=O)c1sccc1NC(=O)Nc1cccc(Cl)c1Cl,-35,109,12,5,-3,5,2,-1.5,-26,96
Cc1nc2ccccc2cc1OCc1ccccc1,-51,37,24,8,-34,7,x,2.3,18,21
Cc1cc(C)nc(N2CCCC(C(=O)Nc3cc(F)ccc3C)C2)n1 (stereo unspecified),-36,93,-3,-1,-15,16,0,-1.3,x,95
O=C(NCc1ccc(Cl)cc1)c1cc(-c2cccs2)on1,-17,101,11,4,-5,5,-2,1.9,x,104
CC(N=C1NS(=O)(=O)c2ccccc21)C(=O)NCc1ccc2c(c1)OCO2 (stereo unspecified),10,94,-2,4,-5,7,0,-0.9,-6,92
C=CCOc1c(Cl)cc(/C=N/O)cc1OC,-34,97,-5,4,-26,7,0,-2.3,x,94
CC1=C(C(=O)Nc2ccccc2F)C(c2ccsc2)C2=C(CC(C)(C)CC2=O)N1 (stereo unspecified),-45,25,15,6,5,7,-10,-3.3,x,31
Cc1ccc(-c2c(C#N)c(N)nc3c2CCCC3)s1,-48,80,-4,5,-7,-1,0,-1.3,x,90
CCCOc1ccc2c3c(c(=O)oc2c1)CCCC3,-33,85,6,3,-23,4,-3,1.8,6,86
CCCN1C(=O)C(NC(C)=O)c2ccccc21 (stereo unspecified),-30,92,0,2,-3,4,-1,-3.0,-6,95
COc1cc(CNc2ccc(O)cc2)cc(Br)c1OCc1ccccc1F,40,79,10,0,-11,5,6,-4.4,14,83
CCN(C(=O)COC(=O)c1cc(NS(=O)(=O)c2ccc(Cl)c([N+](=O)[O-])c2)ccc1O)C1CCCCC1,-29,83,-12,0,3,9,-6,-5.8,x,86
CCOc1ccc(-c2cc(N)n(S(=O)(=O)c3ccc(OC)cc3)n2)cc1,-6,101,-1,2,-7,20,0,0.6,9,89
COc1cc2c(cc1NS(=O)(=O)N1CCCC1)oc1ccccc12,-44,92,7,-2,-10,17,-2,-0.9,13,81
COC(=O)CCC(=O)COc1ccccc1C#N,-62,108,6,1,-5,41*,-2,1.5,18,107
O=C(CCc1nc2ccccc2[nH]1)N1CCc2ccccc2C1,4,93,4,2,5,24,x,-0.8,4,91
CCOC(=O)n1c(=O)n(Cc2ccccc2)c2ccccc21,-14,100,1,6,-3,24,0,-0.1,-10,105
CC/C(=C/c1sc2ccccc2[n+]1CC)SC,-16,78,-7,3,1,10,-8,-2.1,x,79
COc1ccccc1OCCCCNC(C)(C)C,-18,94,3,7,-16,4,0,-1.9,-16,100
O=C1C=C(NCc2ccco2)C2(CCCCC2)O1,-28,94,-7,0,-6,4,-1,-1.1,-18,90
Cc1[nH]c(=O)[nH]c(=O)c1CSc1nnc(CCCCCNC(=O)OC(C)(C)C)o1,-39,100,-5,0,-3,7,-1,-0.5,-7,99
O=C(C(NS(=O)(=O)c1cccs1)c1ccccc1)N1CCN(c2ccccc2F)CC1 (stereo unspecified),13,95,0,4,-2,8,1,-1.0,-6,100
O=C(Nc1ncn[nH]1)c1ccc(Cl)c(S(=O)(=O)Nc2ccc(Cl)cc2)c1,-13,97,3,-2,-1,15,-5,4.8*,11,90
CC(C)NC(=O)CN(Cc1ccccc1)S(=O)(=O)c1ccccc1,-51,109,5,1,-3,5,-3,-0.3,1,100
Cc1cc(C(=O)CSc2nc3ccccc3[nH]2)c(C)n1C,-42,94,6,2,-28,10,1,-3.5,29,80
Cc1cccc(CSc2ccc3nnc(-c4cccs4)n3n2)c1,-40,90,-3,5,5,6,-11,-1.6,-3,92
Cc1ccc(S(=O)(=O)NCCCCCC(=O)Nc2cccc(C)c2)cc1,-38,87,3,0,0,4,-6,-3.1,15,90
CC(C)(C)c1ccc(OCC(O)CS(=O)(=O)c2ccccn2)cc1 (stereo unspecified),-24,100,-7,0,-3,3,0,-3.4,x,91
O=c1oc2ccccc2cc1-c1csc(NN=C2CCCC2)n1,-30,84,7,7,-4,13,-14,1.3,x,83
Cc1cc(C(=O)N/N=C/c2ccc(-c3cccc(Cl)c3Cl)o2)n[nH]1,-11,87,5,2,-1,13,x,1.1,x,91
COc1ccc(-n2c(Cc3cc(=O)[nH]c(=O)[nH]3)nnc2SCC(=O)Nc2ccccc2)cc1,-16,108,-1,-4,-7,4,0,2.2,x,100
Cn1c(N)c(C(=O)COC(=O)CNS(=O)(=O)c2cccc(Cl)c2)c(=O)n(C)c1=O,-6,100,1,2,-1,13,-9,-0.7,29,102
CC(C)OCCCN(CC(O)c1ccccc1)CC(O)c1ccccc1 (stereo unspecified),-10,87,-1,6,1,18,-4,-1.4,x,87
Cc1cc2n(n1)C(c1ccc3c(c1)OCO3)Nc1c(C)cccc1-2 (stereo unspecified),4,87,5,1,-26,5,6,2.1,3,90
CCOc1cc(C)c(S(=O)(=O)NC2CCCCC2)cc1C,29,78,-8,2,-1,6,9,-3.3,8,98
